# DAX1 inh-1 = inhibits human nuclear receptor DAX1 | P51843 | HEK293 Gal4-DAX1 luciferase reporter, luminescence | inhibition, % at 6.75 µM | 340,000 compounds, 0.99% hits | AID 504766;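 active means inhibition above the mean over all tested compounds plus 3 SD, cut at about 4.2% in these data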;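 further: 0% = DAX1-transfected cells with DMSO and 100% = empty-vector control cells with DMSO; inhibition shows as a rise in luminescence from relieved DAX1 repression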
# Target sequence (P51843 207-470 limits assumed): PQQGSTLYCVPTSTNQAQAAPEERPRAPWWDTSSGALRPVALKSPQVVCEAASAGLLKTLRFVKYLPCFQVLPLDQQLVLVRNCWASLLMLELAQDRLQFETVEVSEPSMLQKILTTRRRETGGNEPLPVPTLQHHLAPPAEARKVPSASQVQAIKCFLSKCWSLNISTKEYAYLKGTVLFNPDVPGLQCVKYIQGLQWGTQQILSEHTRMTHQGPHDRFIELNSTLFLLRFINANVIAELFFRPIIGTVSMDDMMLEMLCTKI
# GAA850 FXN act = increases GAA850 frataxin promoter reporter activity | AID 540364 | activation, % at 6 µM | 360,000 compounds, 0.56% hits | HEK293 lucGAA850 FXN promoter luciferase reporter, 24 h; percent of 10 µM SAHA response;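 active means activation above the average of all compounds screened plus 3 SD, cutoff fixed separately per campaign, cut at about 7.5% in these data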;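 further: 0% = DMSO wells and 100% = 10 µM SAHA wells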
# hcDAF12 agonist = activators of H. contortus DAF-12 nuclear receptor; HEK293 hcDAF-12 lit1-tk-luc reporter, luminescence; 0% DMSO, 100% Δ7-dafachronic acid; activation, % at 6.8 µM; AID 652067; 370,000 compounds, 1.4% hits;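 active means activation above the mean of all tested compounds plus 3 SD, cut at about 5.5% in these data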;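 further: 100% = response to 3 µM Δ7-dafachronic acid high control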
# GC-A act = GC-A (human) enzyme activation | P16066 | HEK293 GC-A cells, cGMP TR-FRET, EC30 ANP; 0% at EC30 ANP, 100% saturating ANP | activation, % at 10 µM | 370,000 compounds, 0.14% hits; in the data active means activation above about 40%
# NPR2 activator = GC-B (human) receptor activation; P20594; HEK293-GC-B cells, CNP EC30, cGMP TR-FRET; 0% at EC30 CNP, 100% saturating CNP; activation, % at 10 µM; 370,000 compounds, 0.11% hits;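 active means activation at 10 µM reaching about 35% in either raw or pattern-adjusted values, limit read from the data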
# ssDAF-12 act = activators of S. stercoralis DAF-12 nuclear receptor; 370,000 compounds, 1% hits; activation, % at 6.8 µM; HEK293 ssDAF-12/GRIP1 lit1-tk-luc reporter, luminescence; % of 3 µM dafachronic acid response; AID 652126;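 active means activation above the mean over all tested compounds plus 3 SD, cut at about 0.9% in these data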;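 further: 0% = DMSO-only wells and 100% = 3 µM delta7-dafachronic acid wells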
# DAX1 inh-2 = inhibitors of DAX1 repression of SF-1 activated StAR promoter | HEK293T StAR-luciferase reporter, SF-1/DAX-1 repression relief | inhibition, % at 6.8 µM | 370,000 compounds, 1.1% hits | AID 652010;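 active means inhibition above the mean over all tested compounds plus 3 SD, cut at about 3.6% in these data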;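 further: 0% = DAX-1 cells with DMSO and 100% = cells lacking DAX-1 with DMSO; higher inhibition means more luminescence from relief of DAX-1 repression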
# SMARCA2 act = SMARCA2 function activation, primary screen | activation, % at 9.1 µM | AID 652017 | MG213 cells, MMTV-luciferase reporter, dexamethasone, overnight | 370,000 compounds, 1% hits; in the data active means activation above about 7.8%;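 further: 0% = vehicle wells and 100% = reference activator wells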
# hgDAF-12 ag = hgDAF-12 agonism, primary luciferase screen. 370,000 compounds, 1.8% hits. AID 687014. HEK293 GAL4-hgDAF12 UAS-luciferase reporter, agonist luminescence; normalized to butyrate control. activation, % at 6.8 µM;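 active means activation above a cutoff set at the mean of all screened compounds plus 3 SD, cut at about 10% in these data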;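 further: 0% = DMSO wells and 100% = sodium butyrate wells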
# HGIII-sPLA2 inh = Blocks human group III sPLA2 activity; Q9NZ20; QFRET BODIPY PC-A2 liposome hydrolysis, fluorescence; inhibition, % at 12.2 µM; 370,000 compounds, 0.56% hits;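 active means inhibition above mean plus 3 SD of compounds lying within the high and low control bounds, cut at about 19% in these data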;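 further: 0% = median of test compound wells and 100% = no enzyme DMSO wells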
# Target sequence (Q9NZ20 whole entry, looked up): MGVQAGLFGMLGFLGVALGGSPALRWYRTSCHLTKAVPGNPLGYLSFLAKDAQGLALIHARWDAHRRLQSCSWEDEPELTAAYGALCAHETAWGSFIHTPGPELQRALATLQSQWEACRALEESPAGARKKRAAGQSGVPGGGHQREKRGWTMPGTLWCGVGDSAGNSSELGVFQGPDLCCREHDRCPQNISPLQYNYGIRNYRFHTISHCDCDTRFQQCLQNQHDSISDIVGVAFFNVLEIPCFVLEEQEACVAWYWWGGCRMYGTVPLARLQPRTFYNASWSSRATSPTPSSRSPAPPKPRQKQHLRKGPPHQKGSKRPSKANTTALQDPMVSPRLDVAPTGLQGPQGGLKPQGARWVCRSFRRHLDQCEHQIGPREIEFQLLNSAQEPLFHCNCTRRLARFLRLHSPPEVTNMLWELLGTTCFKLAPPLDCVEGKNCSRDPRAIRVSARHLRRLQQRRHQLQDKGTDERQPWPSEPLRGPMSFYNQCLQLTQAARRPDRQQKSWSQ
# proKLK7 act = activates the human kallikrein-7 zymogen; 370,000 compounds, 0.9% hits; P49862; activation, % at 7 µM; AID 652039; purified proKLK7, EDANS-DABCYL substrate fluorescence; 100% is mature enzyme control, 0% vehicle;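 active means activation above the mean of all tested compounds plus 3 SD, computed per campaign excluding outliers beyond control limits, cut at about 13% in these data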
# Starred values were filed as active, the others as inactive; · = not tested or not shown.
mol	HGIII-sPLA2 inh	DAX1 inh-1	NPR2 activator	DAX1 inh-2	GAA850 FXN act	GC-A act	proKLK7 act	ssDAF-12 act	hcDAF12 agonist	SMARCA2 act	hgDAF-12 ag
COC(=O)C1=C(C)N(Cc2cccc(C(F)(F)F)c2)C(=NCc2cc(OC)c(OC)c(OC)c2)NC1c1cccc(F)c1 (stereo not given)	-17	·	-20	0.8	·	-22	0.3	-1.4	0.4	-1	0.0
COC(=O)[C@]12C[C@H](CC(=O)NCCCCc3ccccc3)C(=O)N(CCc3ccc(OC)c(OC)c3)C1=C[C@H](C1CCCC1)O[C@@H]2C	-24	·	-3	-0.6	·	-6	0.0	-1.3	-2.3	-3	0.4
CCc1ccc(NC(=O)Nc2c(C)n(C)n(-c3ccccc3)c2=O)cc1	1	0.1	-1	-0.7	-1.6	1	-0.2	-1.1	-1.0	-1	0.3
CCCCc1ccc(NC(=O)CN2NS(=O)(=O)c3ccccc3C2=O)cc1	-24	-0.6	9	0.1	1.1	-3	0.1	-1.5	1.4	-3	-0.4
Cc1ccc(C(=O)Nc2cc(C)c(OCC(=O)N3CCOCC3)c(C)c2)cc1	0	-1.6	4	3.3	3.6	5	-0.2	-0.5	4.3	1	6.1
CCc1cccc2c(C(=S)N3CCCC3)c[nH]c12	7	-1.3	0	0.0	1.6	1	-0.4	-1.0	-0.7	-2	0.0
Cc1nnsc1S(=O)c1ccc(Cl)cc1 (stereo not given)	8	-1.6	1	-0.9	-1.4	8	-0.6	-0.6	-0.2	-3	-2.9
O=C(O)CC1(CC(=O)NCc2csc(-c3cccs3)n2)CCCCC1	-6	3.5	-1	-0.1	-0.8	-1	0.4	-1.7	-0.7	-1	-3.0
CC(C)c1ccc(Nc2cnn(C34CC5CC(CC(CC(=O)O)(C5)C3)C4)c(=O)c2Cl)cc1	1	3.7	-2	-0.4	1.6	1	1.0	-0.9	2.0	-2	2.2
COc1ccc(NC(=O)N2CCC(n3nnc4cc(C)ccc43)CC2)cc1	1	-1.8	-5	-1.1	-0.5	-7	-0.6	-0.8	-3.1	-4	-1.2
Cc1cc(=O)oc2cc(OCC(=O)OCC(=O)N(C)C3CCS(=O)(=O)C3)ccc12 (stereo not given)	-3	0.5	3	-0.9	2.8	-3	5.2	-0.5	0.4	1	0.0
COc1ccc(C(CC(=O)N2CCCCC2)C(C)C)cc1 (stereo not given)	0	0.3	-5	0.7	0.9	-3	0.5	-1.2	2.8	-1	-0.1
COC(=O)c1ccc(COC(=O)C2CCN(S(=O)(=O)c3ccccc3C(=O)OC)CC2)cc1	-9	1.0	-1	-0.9	1.7	1	-0.3	-1.2	0.7	0	2.8
CN(C(=O)COC(=O)c1c2c(nc3ccccc13)CCCC2)c1c(N)n(Cc2ccccc2)c(=O)[nH]c1=O	-10	0.4	3	-1.9	3.0	4	-0.2	-0.9	-0.7	-1	-2.3
Clc1ccccc1CN(Cc1ccccc1)c1ncnc2nc[nH]c12	-24	-1.2	-10	-0.1	1.9	-5	0.3	-0.4	0.4	-3	-0.7
Nc1nc(SCc2ccc(Cl)cc2)ns1	-2	1.1	3	1.0	3.9	-3	0.5	-1.3	-1.3	3	2.6
CC(C)[C@H](NC(=O)NC1CCCc2ccccc21)C(=O)O (stereo not given in full)	3	0.1	-1	0.3	0.7	-1	0.3	-1.1	2.1	-1	0.4
CC1Cc2cc(-c3csc(NC(=O)CCl)n3)ccc2N1C(=O)C1CC1 (stereo not given)	0	1.2	-2	3.3	1.6	-2	-0.3	-0.8	2.9	2	9.9
CN(C)C(=O)NC(Nc1ccc(Cl)cc1Cl)C(Cl)(Cl)Cl (stereo not given)	-3	0.0	-4	-0.8	-3.2	-1	0.5	-1.5	-3.4	-4	-0.2
CCOc1ccc(S(=O)(=O)/N=C(/Nc2ccc(C(C)=O)cc2)c2ccccc2)cc1	-19	-1.8	-3	-1.0	0.3	-4	-0.1	-0.8	-1.5	-3	3.0
CC(Nc1ccccc1)c1cccnc1 (stereo not given)	-2	1.6	4	-0.1	2.2	-4	0.2	-1.4	-0.8	0	1.0
COc1ccc(-c2cc(C(=O)NCCCN3CCCC3=O)c3ccccc3n2)cc1OC	6	0.9	-2	0.3	0.4	4	-0.6	-0.5	-0.5	-2	-1.6
Cc1noc(C)c1COc1ccc(C(=O)N2CCCC(C(N)=O)C2)cc1 (stereo not given)	3	0.0	-3	-0.1	-0.6	4	-1.2	-1.4	-0.2	-2	3.0
CN1C(=O)/C(=C/c2cccc([N+](=O)[O-])c2)C(=O)N1c1ccccc1	-6	2.3	16	0.1	2.3	25	0.1	-1.0	-2.0	2	-0.7
COc1ccc(N2CCN(C(CNC(=O)C(=O)NC3CCCC3)c3ccco3)CC2)cc1 (stereo not given)	14	1.5	2	-0.4	-0.9	0	0.1	-0.8	0.5	0	1.6
COc1cccc(C(=O)/C=C/Nc2ccc(S(=O)(=O)Nc3cc(OC)nc(OC)n3)cc2)c1	-26	-0.9	-2	0.6	1.4	4	0.7	-0.7	-0.7	3	0.9
CC(=O)N(Cc1cccs1)C1CCOC(C)(C)C1 (stereo not given)	8	-0.1	-3	-0.1	1.3	-3	0.2	-1.4	-1.7	1	-1.5
COc1ccccc1N1CCN(C(=O)Cn2nc(C(F)(F)F)c3c2CCC3)CC1	4	-0.4	-8	-0.2	-0.9	-7	-0.3	-1.1	-2.3	2	-2.8
COc1ccc(-c2nc3c4ccccc4[nH]c(=O)n3n2)cc1	-9	1.8	-7	2.0	-0.2	4	-0.2	-0.7	0.4	3	4.6
CN(c1ccccc1)S(=O)(=O)c1ccc(NC(=O)C2CCCCC2C(=O)O)cc1 (stereo not given)	6	-0.1	5	0.8	0.2	0	-0.1	-1.1	-1.2	-1	-2.6
CCCN(CC(=O)Nc1ccccc1C)C(=O)/C=C/c1ccc(S(=O)(=O)N2CCCCCC2)cc1	4	0.8	-3	-0.1	-3.2	-3	0.7	-0.8	-0.8	-1	0.4
CC1=C(C(=O)OCCOc2ccccc2)C(c2coc3ccccc3c2=O)C2=C(CCCC2=O)N1 (stereo not given)	3	1.2	-1	0.5	0.7	1	-1.0	-0.5	5.0	-1	0.5
COc1ccc(OC)c(Nc2ncnc3c2cnn3-c2cccc(C)c2)c1	-3	-2.3	-1	-2.2	-7.3	14	-126	-1.0	-1.1	-1	0.7
Cc1ccc2c(c1)N(Cc1ccccc1)C(=O)C(C)O2 (stereo not given)	-2	·	-2	0.5	0.8	-4	-0.5	-1.4	-1.3	0	-2.4
COC(=O)C1(Cc2cc(-c3cccc(Br)c3)no2)CCN(C(=O)OC(C)(C)C)CC1	3	0.7	-3	0.0	0.5	1	-0.3	-1.0	-0.1	0	0.6
CC(C)(C)c1cc(OC(=O)C2CCCC2)ccc1O	-12	-1.1	6	-0.3	2.6	4	0.2	-1.5	-0.3	1	-2.0
O=C(O)CC1Sc2nnc(COc3ccc(Cl)cc3)n2N=C1c1ccccc1 (stereo not given)	-5	1.5	2	0.3	0.0	0	0.1	-0.9	0.9	-3	-0.4
CCc1nc(SCC(=O)N2CCN(C(=O)c3ccco3)CC2)c2c3c(sc2n1)CCCC3	-3	-0.1	0	-0.8	1.0	-4	-0.1	-1.1	-1.1	-2	-0.2
O=C(NCc1c(F)cccc1F)c1cc(COc2c(F)cccc2F)on1	-7	0.0	0	-0.3	3.9	2	0.8	-1.4	0.9	3	4.4
Cc1c(C(=O)N2CCOCC2)sc(NC(=O)c2ccc([N+](=O)[O-])cc2)c1C#N	1	-0.5	4	0.0	-0.5	0	-0.3	-1.5	1.3	-1	-1.1

# Compound profiles (already shown).
# O=C(O)CC1Sc2nnc(COc3ccc(Cl)cc3)n2N=C1c1ccccc1 (stereo not given) is listed as HGIII-sPLA2 inh = -5; DAX1 inh-1 = 1.5; NPR2 activator = 2; DAX1 inh-2 = 0.3; GAA850 FXN act = 0.0; GC-A act = 0; proKLK7 act = 0.1; ssDAF-12 act = -0.9; hcDAF12 agonist = 0.9; SMARCA2 act = -3; hgDAF-12 ag = -0.4
# CCCN(CC(=O)Nc1ccccc1C)C(=O)/C=C/c1ccc(S(=O)(=O)N2CCCCCC2)cc1 is listed as HGIII-sPLA2 inh = 4; DAX1 inh-1 = 0.8; NPR2 activator = -3; DAX1 inh-2 = -0.1; GAA850 FXN act = -3.2; GC-A act = -3; proKLK7 act = 0.7; ssDAF-12 act = -0.8; hcDAF12 agonist = -0.8; SMARCA2 act = -1; hgDAF-12 ag = 0.4
# CC(C)(C)c1cc(OC(=O)C2CCCC2)ccc1O is listed as HGIII-sPLA2 inh = -12; DAX1 inh-1 = -1.1; NPR2 activator = 6; DAX1 inh-2 = -0.3; GAA850 FXN act = 2.6; GC-A act = 4; proKLK7 act = 0.2; ssDAF-12 act = -1.5; hcDAF12 agonist = -0.3; SMARCA2 act = 1; hgDAF-12 ag = -2.0

# (cont.)
mol	HGIII-sPLA2 inh	DAX1 inh-1	NPR2 activator	DAX1 inh-2	GAA850 FXN act	GC-A act	proKLK7 act	ssDAF-12 act	hcDAF12 agonist	SMARCA2 act	hgDAF-12 ag
CCN(CCNC(=O)C1CCC(=O)N1Cc1ccc(C)cc1)c1ccccc1 (stereo not given)	8	1.4	-4	-0.2	1.2	-10	0.4	-1.8	0.4	-3	1.1
COc1ccccc1NC(=S)NCCSc1ccc(C)cc1	12	1.2	-4	-0.3	-1.1	-4	0.4	-1.0	-2.6	0	-0.5
O=C(CSCc1ccc(Cl)cc1)N/N=C/c1ccc(OCC(=O)Nc2ccccc2)cc1	-2	0.3	-4	-0.7	-2.0	-1	0.5	-0.7	0.3	0	0.2
CN(C)CCCNc1nc(N)c([N+](=O)[O-])c(NCc2ccccc2)n1	-6	0.4	-3	0.2	2.5	-1	-0.1	-0.8	-2.0	-3	-1.9

# Quoted from the listing.
# O=C(CSCc1ccc(Cl)cc1)N/N=C/c1ccc(OCC(=O)Nc2ccccc2)cc1 in hcDAF12 agonist is entered as 0.3
# CCN(CCNC(=O)C1CCC(=O)N1Cc1ccc(C)cc1)c1ccccc1 (stereo not given) in NPR2 activator is entered as -4
